KAT2A inh – qHTS Assay for Inhibitors of GCN5L2. Histone acetyltransferase KAT2A (Homo sapiens), Q92830. GCN5L2 HAT assay, ThioGlo1 CoA-SH fluorescence. Potency, µM (top dose mostly 58.9 µM), inactives show top-dose activity change, negative = inhibition, usual class: inhibitors. 390,000 tested, 0.21% active
Target sequence (Q92830 whole entry, looked up): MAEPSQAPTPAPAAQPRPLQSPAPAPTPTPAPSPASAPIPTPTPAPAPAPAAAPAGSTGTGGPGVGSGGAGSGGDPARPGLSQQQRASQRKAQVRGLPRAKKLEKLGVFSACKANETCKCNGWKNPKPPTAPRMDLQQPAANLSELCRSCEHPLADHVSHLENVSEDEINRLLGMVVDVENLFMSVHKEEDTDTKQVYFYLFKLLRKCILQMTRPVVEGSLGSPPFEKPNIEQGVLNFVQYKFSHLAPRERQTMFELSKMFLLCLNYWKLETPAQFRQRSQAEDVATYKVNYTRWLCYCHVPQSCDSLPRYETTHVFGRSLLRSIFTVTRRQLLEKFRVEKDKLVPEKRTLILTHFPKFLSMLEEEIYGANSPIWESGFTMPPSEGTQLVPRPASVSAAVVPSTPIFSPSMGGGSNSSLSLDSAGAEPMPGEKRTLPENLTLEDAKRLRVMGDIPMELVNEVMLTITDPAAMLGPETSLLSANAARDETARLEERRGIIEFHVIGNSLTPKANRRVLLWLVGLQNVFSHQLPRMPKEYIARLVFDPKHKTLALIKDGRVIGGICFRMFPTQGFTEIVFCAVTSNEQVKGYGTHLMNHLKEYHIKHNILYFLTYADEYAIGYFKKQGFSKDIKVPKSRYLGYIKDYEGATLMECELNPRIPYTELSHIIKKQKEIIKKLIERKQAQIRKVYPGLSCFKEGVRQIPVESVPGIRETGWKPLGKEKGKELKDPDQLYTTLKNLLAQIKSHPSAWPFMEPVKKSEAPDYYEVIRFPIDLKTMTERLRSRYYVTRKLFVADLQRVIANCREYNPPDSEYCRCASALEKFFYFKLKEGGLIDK
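Titration-based screen in which CoA formation is detected via maleimide probe ThioGlo1 (50uM) turning fluorescent on thiol reaction; substrates H3(1-25) 75uM and acetyl-CoA 70uM, GCN5L2 20nM, 20 min incubation at room temperature.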
FEN1 inh – qHTS Assay for the Inhibitors of Human Flap endonuclease 1 (FEN1); AID 588795, 2011; 390,000 tested, 0.35% active; Potency, µM (highest dose often 114 µM), for inactives: at the top dose activity change, negative = inhibition, hits mostly inhibitors; Recombinant FEN1 flap cleavage, fluorescence, 15 min; also: nearly all actives have a fitted effect of over 65% in size
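Read-out was taken twice, immediately and after 15 min, following addition of 50 nM substrate to 10 nM FEN1 that had sat with test compound for 15 min at room temperature. Curves came from a four-parameter Hill model.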
TDP1 cell CPT – qHTS for Inhibitors of human tyrosyl-DNA phosphodiesterase 1 (TDP1): qHTS in cells in presence of CPT | chicken DT40 Tdp1-/-;hTDP1 cells + 20 nM CPT, ATP luminescence, 48 h | Potency, µM (doses to about 46.2 µM), for the others: at the top dose activity change, negative = growth inhibition, actives largely listed as inhibitors | 420,000 tested, 12% active | AID 686979, 2013; also: nearly all actives have a fitted effect of over 55% in size
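Chicken DT40 Tdp1-/- cells complemented with human TDP1, 400 cells/well, exposed to compounds plus 20 nM camptothecin for at least 48 h at 37 C; viability read as ATP content by CellTiter-Glo luminescence.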
* marks the source's active call; other numbers are inactive results; ? = inconclusive; / = no result given; & = joins results of further samples; [ ] = another dose, or the depositor's remark. Calls follow the shape of the dose curve; as a rule, active = well fitted curve in the direction sought with a large enough effect; inconclusive = small, poorly fitted or top-dose-only effect, or another doubt; inactive = no such curve, though single readings can be large; an effect the other way counts as inactive or inconclusive. % is scaled to controls: 0 for no effect and ±100 for the full control effect; potency is read from the fitted curve at half-maximal effect.

SMILES	KAT2A inh	FEN1 inh	TDP1 cell CPT
O=c1c2ccsc2ncn1Cc1ccccc1F	1%	-7%	-18%
Nc1c(Cl)cc(-c2csc(N3CCCC3c3nc4cc(Cl)c(N5CCCCC5)cc4n3CCOCCO)n2)cc1Cl (stereo not given)	/	6%	?
CCOC(=O)Cn1c(C)cc(COC)c(C#N)c1=O	-12%	17%	-2%
COC(=O)c1cnn(-c2ccccc2)c1N	-10%	-15%	3%
CCOC(=O)c1oc2c(c1C)-c1nn(Cc3ccc(Cl)cc3)cc1CC2	-5%	-4%	16µM*
CCN(CC)C(=O)C(=O)c1cccn1-c1c(Cl)cccc1C#N	-7%	12%	-1%
CCc1ccc(C2C(C(=O)Nc3ccccc3OC)=C(C)Nc3c(C(=O)Nc4ccc(C)cc4)cnn32)cc1 (stereo not given)	-6%	-15%	?
Cc1cc(SCC(=O)O)nc2ccccc12	0%&-9%	-2%&3%	11%&-10%
CC1CCCC(C(=O)O)N1C(=O)CCSC(=O)c1ccccc1 (stereo not given)	-1%	3%	-13%
Cc1ccc(C(=O)COC(=O)c2cc(=O)[nH]c3ccccc23)cc1C	-2%	-13%	-3%
O=C(NNC(=O)c1cccc2ccccc12)c1cccc(Br)c1	/	-3%	?
O=C(CN1CCN(C(=O)c2ccco2)CC1)NCc1ccc(Cl)cc1	-15%	1%	-2%
CCC(C)NC(=O)c1ccccc1NC(=O)Nc1ccccc1 (stereo not given)	-1%	3%	-16%
CCN(CC)c1ccc(CN(C(=O)Cc2coc3ccc(C)cc23)C2CCS(=O)(=O)C2)cc1 (stereo not given)	-14%	0%	?
COCCN(C(=O)/C=C/c1ccccc1)c1nnc(-c2cccnc2)s1	-7%	29%	3%
Nc1ccc2nn(-c3ccc(F)cc3)nc2c1	?	10%	-8%
COc1cc(NC(=O)CC(C)C)ccc1NC(=O)c1ccco1	/	-12%	9%
CCOc1ccccc1CNc1ccc(O)cc1	-4%	-10%	16µM*
COc1ccccc1NC(=O)C1=C(C)Nc2nc(SCc3ccccc3F)nn2C1c1cccs1 (stereo not given)	3%	1%	8.2µM*
COc1ccccc1C(=O)Nc1ccccc1C(=O)Nc1ccccc1	/	-10%	?
Oc1ccc(C=NNC(=S)Nc2ccc(F)cc2)c(O)c1	/	-1%	-104%
CCC1C(C#N)=C(SC)NC2=C1C(=O)CC(C)(C)C2 (stereo not given)	-1%	-1%	-3%
O=C1c2cccc3cc([N+](=O)[O-])cc(c23)C(=O)N1CCN1CCCC1	0%	14µM*	0.21µM*
O=S1(=O)[C@H]2C[C@H](CO)O[C@@]2(CO)CN1Cc1ccc(-c2ccc(F)cc2)cc1	-1%	1%	?
COc1cc(C2NC(=O)NC(O)(C(F)(F)F)C2C(=O)c2ccc(Cl)cc2)ccc1O (stereo not given)	-5%	-12%	-1%

3 structures from above, ordered by length of the SMILES, high to low.
SMILES	KAT2A inh	FEN1 inh	TDP1 cell CPT
CCc1ccc(C2C(C(=O)Nc3ccccc3OC)=C(C)Nc3c(C(=O)Nc4ccc(C)cc4)cnn32)cc1 (stereo not given)	-6%	-15%	?
CCN(CC)C(=O)C(=O)c1cccn1-c1c(Cl)cccc1C#N	-7%	12%	-1%
O=c1c2ccsc2ncn1Cc1ccccc1F	1%	-7%	-18%

Continued.
SMILES	KAT2A inh	FEN1 inh	TDP1 cell CPT
CCc1ccc(/C=C2\Oc3c(ccc(O)c3CN3CCN(CCO)CC3)C2=O)cc1	-5%	18%	2%
COc1cc(CN2CCCCC2)ccc1OCc1ccccc1	3%	-10%	6%
CCC(=O)n1nc(-c2cccnc2)nc1NCc1cccs1	1%	13%	13%
Cc1ccc(S(=O)(=O)N2CCC(C(=O)NN3CCCCC3)CC2)cc1	-4%	-14%	-4%
COc1ccc(NC(=O)c2ccccc2NC(=O)COc2ccccc2)cc1	1%	9%	-11%
CCCCCCCC(=O)N1c2ccccc2NC(=O)C1CC(=O)Nc1ccc(C(=O)O)cc1 (stereo not given)	-4%	-2%	9%
O=C1C=C(c2cc(C(F)(F)F)cc(C(F)(F)F)c2)C[C@@H](c2ccc3c(c2)OCO3)C1	-23%	?	?
CCCCCC(=O)N1CCN(CCN=CC2=C(O)CC(c3ccc(OC)cc3)CC2=O)CC1 (stereo not given)	-16%	47%&-2%[activator]	-10%&-22%
N#Cc1c(SCC(N)=O)nsc1SCc1ccccc1Cl	0%	-1%	-7%
C=CCNC(=O)c1onc(CSc2ccncc2)c1C(=O)NCC=C	0%	0%	-6%
Cc1ccc(-c2nnn(CC(=O)N(Cc3cccs3)C(C(=O)NC(C)(C)C)c3ccco3)n2)o1 (stereo not given)	-6%	-13%	?
N#Cc1c(N2C(=O)Nc3ccccc3N2O)sc2c1CCCC2	-4%	3%	-4%
Cn1c(=O)c2c(nc(NCc3ccco3)n2CC(O)COc2ccccc2)n(C)c1=O (stereo not given)	-1%	-10%	?
CN(C)C(C)(C)C#CCC(c1ccccc1)c1ccccc1	6%	4%	?
CC(=O)c1cccc(-n2nnnc2SCC(=O)NNC(=O)C2CCCCC2)c1	0%	-1%	8%
COc1ccc(Br)cc1C(=O)Nc1cccc(-c2nnc(-c3ccco3)o2)c1	/	-8%	23µM*
CCOC(=O)c1cc(C)nn1-c1nc(Cl)cc(OC)n1	2%	-3%	-30%
O=c1[nH]c(CN(CCc2ccccc2)S(=O)(=O)c2ccc(Cl)cc2)nc2ccccc12	-1%	-6%	-4%
O=C(c1cc(Cl)ccc1Cl)N1CCN(Cc2ccccc2)CC1	-6%	17%	?
O=C(CSc1nnc2[nH]c(=O)cc(-c3ccccc3)n12)Nc1ccc(OC(F)(F)F)cc1	-26%	-1%	-4%
C#C[C@]1(OC(C)=O)CC[C@H]2[C@@H]3CCC4=CC(=O)CC[C@@H]4[C@H]3CC[C@@]21C	-6%	/	8.4µM*
O=C1CCCC/C1=C/Nc1ccc(C(=O)O)cc1	-7%	0%	-6%
CC(OC(=O)c1cccnc1Cl)C(=O)Nc1ccc(S(N)(=O)=O)cc1 (stereo not given)	-11%	0%	4%
COc1ccc(CCCNC(=O)CC#N)cc1OC	-1%	-3%	11%
COc1ccc(C(=O)Nc2ccc3oc(-c4ccc(OC)cc4)nc3c2)cc1	-5%	15%	5%

New compounds follow
SMILES	KAT2A inh	FEN1 inh	TDP1 cell CPT
COc1ccc(NC(=O)COc2ccc(-n3cnnn3)cc2)cc1OC	-3%	-3%	?
COc1ccc(S(=O)(=O)Nc2ccc(S(=O)(=O)Nc3nccs3)cc2)cc1	-1%	47%[activator]	6%
O=C(Nc1ccccc1F)c1ccc(-n2cncn2)nc1	-7%	0%	-14%
COc1cc(C2CC(=O)Nc3cc4c(cc32)OCCO4)cc(OC)c1O (stereo not given)	-9%	-22%	?
Cc1cc(NS(=O)(=O)c2ccc(NC(=O)CSc3nc4sc(C(=O)O)c(C)c4c(=O)[nH]3)cc2)no1	-2%	-24%	-20%
O=C(CC(=O)Nc1ccc(Cl)c(Cl)c1)N/N=C/c1ccc(O)cc1	-1%	-2%	?
O=C(Nn1c(O)c(C=C2N=c3ccccc3=N2)sc1=S)c1cccc(Cl)c1	3%	-4%	?
COc1cc(C)c(NC(=O)COc2cccc3c2OC(C)(C)C3)cc1OC	-1%	8%	16µM*
O=C(COc1ccc([N+](=O)[O-])cc1)N(Cc1cccs1)C1CCS(=O)(=O)C1 (stereo not given)	-7%	14%	-30%
CCOc1cccc(-c2nnc3sc(C4CCCCC4)nn23)c1	-6%	-5%	?
O=C(CC1C(=O)NCCN1CC1CCCCC1)NCc1ccc(F)cc1F (stereo not given)	0%	10%	-1%
COc1ccccc1-c1nnc(NC(=O)c2ccc(S(=O)(=O)N(C)C)cc2)o1	-1%	7%	?
Cc1ccc2nc(SCC(=O)N3CCN(C(=O)c4ccco4)CC3)[nH]c2c1	21%	-7%	?
CCC(C)NC(=O)Cn1cccc1C(=O)c1ccccc1 (stereo not given)	-5%	-2%	-4%
CC1(C)CC(CNCCC(c2ccc(F)cc2)c2ccco2)CCO1 (stereo not given)	-11%	-1%	26µM*
CC(C)(C)C(=O)Nc1cc2c3c(c1)CCN3C(=O)CC2	2%	-7%	17%
O=C1/C(=C/c2cccs2)N=C(c2cccs2)N1Nc1ccccc1	0%	-10%	-18%
CC(C)c1ccc(C(C(=O)NC2CCCCC2)N(C(=O)c2csnn2)C2CC2)cc1 (stereo not given)	-3%	3%	?
CCOC(=O)c1cc2c(nc1N)CC(C)(C)OC2	-1%	0%	-14%
C[C@@H]1CN(C(=O)c2nc3ccc(Cl)cn3c2CN2CCc3sccc3C2)C[C@H](C)O1	11%	1%	?
CCOc1ccc(C2CC(=O)c3c([nH]c(C(=O)OCCOc4ccccc4)c3C)C2)cc1 (stereo not given)	1%	-14%	13µM*
CCn1c(CCNC(=O)c2cccs2)nnc1SCC(=O)NC1CCCCC1	-1%	-18%	-1%
Oc1ccc(/C=C/c2nc(-c3ccccc3O)n(-c3ccccc3)n2)cc1	-20%	-24%	?
O=C(CCCOc1ccccc1)Nc1ccc(S(=O)(=O)Nc2ccccn2)cc1	-7%	-10%	4%
O=C(c1ccc(F)cc1)c1ccc(CN2C(=O)c3ccccc3C2=O)o1	16%	-11%	13%

The final 5 compounds of the section above come first, to join the parts:
SMILES	KAT2A inh	FEN1 inh	TDP1 cell CPT
CCOc1ccc(C2CC(=O)c3c([nH]c(C(=O)OCCOc4ccccc4)c3C)C2)cc1 (stereo not given)	1%	-14%	13µM*
CCn1c(CCNC(=O)c2cccs2)nnc1SCC(=O)NC1CCCCC1	-1%	-18%	-1%
Oc1ccc(/C=C/c2nc(-c3ccccc3O)n(-c3ccccc3)n2)cc1	-20%	-24%	?
O=C(CCCOc1ccccc1)Nc1ccc(S(=O)(=O)Nc2ccccn2)cc1	-7%	-10%	4%
O=C(c1ccc(F)cc1)c1ccc(CN2C(=O)c3ccccc3C2=O)o1	16%	-11%	13%
OCc1nc2ccccc2[nH]1	/	0%	-1%
COc1ccc(NS(=O)(=O)c2cc(C(=O)O)ccc2C)cc1	1%	-2%	-10%
COc1cccc(NS(=O)(=O)c2ccc3c(c2)NC(=O)C(C)S3)c1 (stereo not given)	0%	-15%	?
Cc1ccc2cccc(NC(=O)COc3cc(C)c(Cl)c(C)c3)c2n1	5%	-4%	/
COc1ccc(-c2cc(C(F)(F)F)nc(SCC(=O)N3CCOCC3)n2)cc1OC	-11%	6%	-18%
COc1cccc(C2CC(c3ccccc3Cl)Nc3ncnn32)c1 (stereo not given)	/	8%	26µM*
COc1ccc(-c2nc(-c3cccnc3)no2)cc1	-22%	-11%&-1%	?
O=S(=O)(Nc1ccc(Br)cc1)c1ccc2nc(-c3ccccc3)[nH]c2c1	-9%	1%	?
COc1cc(-c2csc(CCn3nc(C)cc3C)n2)cc(OC)c1OC	-1%	-1%	21µM*
O=C(NCc1ccccc1)N1CCC(CO)(CCc2ccccc2)CC1	-15%	4%	-22%
CCc1ccc(-c2cc(C)no2)cc1S(=O)(=O)Nc1ccccn1	2%	0%	-3%
Cc1cccc(C)c1OCC(=O)Nc1cccc(S(=O)(=O)N2CCCC2)c1	-17%	-7%	?
COc1ccccc1NC(=O)C1=C(C)Nc2c(C(=O)Nc3ccc(C)cc3)cnn2C1c1cccc(OC)c1OC (stereo not given)	?	-10%	?
Cc1ncc([N+](=O)[O-])n1CC(=O)Nc1ccc(F)c(Cl)c1	8%	2%	0%
COCCNC(=O)CSc1nc2sc(C)c(C)c2c(=O)n1-c1ccccc1	-3%	1%	3%
O=C(O)c1ccc(N2C(=O)c3cccnc3C2=O)cc1	6%	5%	30%
Fc1ccc(-c2ccc(/C=N\n3cnnc3)o2)cc1Cl	-5%	2%	-5%
Cc1cc(Cl)ccc1C(=O)C1CCCN(C(=O)c2cncs2)C1 (stereo not given)	-5%	-2%	?
COc1cc(C(=O)N2CCN(c3cc(Cl)ccc3Cl)CC2)cc(OC)c1OC	0%	-16%	0.52µM*
O=C(COC(=O)CSc1ccc([N+](=O)[O-])cc1)NCCC1=CCCCC1	-6%	-7%	-4%
CCc1nnc(NS(=O)(=O)c2ccc(NC(=O)c3cccc(Cl)c3)cc2)s1	-2%	-10%	32%[activator]
Cc1ccc(S(=O)(=O)N(CC(O)CN2CCOCC2)c2cccc([N+](=O)[O-])c2)cc1 (stereo not given)	-4%	-6%	-9%
CCC[C@H](CN[C@@H](CNC)[C@H](C)O)NCCc1ccc(OC)cc1	5%	16%	-7%

Entries of single compounds from above:
Entry for COCCNC(=O)CSc1nc2sc(C)c(C)c2c(=O)n1-c1ccccc1 → KAT2A inh = -3%; FEN1 inh = 1%; TDP1 cell CPT = 3%
Entry for Cc1ccc2cccc(NC(=O)COc3cc(C)c(Cl)c(C)c3)c2n1 → KAT2A inh = 5%; FEN1 inh = -4%; TDP1 cell CPT = /

Assay outcomes from PubChem.

Not all compounds are listed (hit frequency here may not be typical).
